Source: PubChem BioAssay (National Center for Advancing Translational Sciences (NCATS))
TRb SRC2 PPI: TRbeta-SRC2 interaction inhibition; P10828; TRbeta-SRC2 peptide binding, fluorescence polarization; receptor liganded with 1 µM T3; 0.065% of 280,000 active; Potency, µM (highest dose often 106 µM), without a hit: at the highest dose activity change, negative = inhibition, actives largely listed as inhibitors;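 note: plate controls were bound peptide for no effect and peptide without receptor for full effect; nearly all actives have a fitted effect of over 50% in size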
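Fluorescence polarization of 20 nM Texas Red SRC2 peptide with 0.6 uM human TRb ligand-binding domain, in Tris buffer with 1uM T3 and 5% DMSO. Incubated 5 hr ambient; normalized to unbound and bound controls.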
Tau fibril FP: blocks human tau fibril formation measured by polarization; 0.39% of 280,000 active; P10636; AID 1468; Potency, µM (titrated, usually from 57.7 µM), for inactives: at the top dose activity, negative = inhibition, actives largely listed as inhibitors; K18 P301L tau heparin fibrillization, Alexa594 FP, 6 h; note: nearly all actives have a fitted effect of over 55% in size
Target sequence (P10636 561-689 P618L limits assumed): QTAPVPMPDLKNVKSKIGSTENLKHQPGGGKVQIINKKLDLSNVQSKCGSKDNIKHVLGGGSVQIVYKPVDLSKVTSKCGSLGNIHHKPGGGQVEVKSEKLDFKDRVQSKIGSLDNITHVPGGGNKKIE
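Steps: dispense K18 P301L tau (15 uM plus 0.24 uM Alexa 594 tracer, final) in pH 7 sodium acetate; add compound; add heparin (20 uM final); incubate 6 hr, 37 C; add ThT (30 uM final); after 1 hr ambient, read FP.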
KDM4E inh: JMJD2E (human) inhibition; JMJD2E catalytic domain, FDH-coupled NADH fluorescence (FDH is formaldehyde dehydrogenase); 1.6% of 230,000 active; AID 2147; B2RXH2; Potency, µM (titrated, usually from 57.1 µM), inactives show at the highest dose activity change, negative = inhibition, usual class: inhibitors; active = well fitted inhibition curve with a large enough effect, not every such curve was filed as active; inconclusive = small, poorly fitted or top-dose-only effect, or another doubt; inactive = no such curve, though single readings can be large or run the other way;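 note: 0% = wells with enzyme and -100% = buffer wells without enzyme; nearly all actives have a fitted effect of over 50% in size; many of its hits are not listed in these tables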
Target sequence (B2RXH2 1-337 limits assumed): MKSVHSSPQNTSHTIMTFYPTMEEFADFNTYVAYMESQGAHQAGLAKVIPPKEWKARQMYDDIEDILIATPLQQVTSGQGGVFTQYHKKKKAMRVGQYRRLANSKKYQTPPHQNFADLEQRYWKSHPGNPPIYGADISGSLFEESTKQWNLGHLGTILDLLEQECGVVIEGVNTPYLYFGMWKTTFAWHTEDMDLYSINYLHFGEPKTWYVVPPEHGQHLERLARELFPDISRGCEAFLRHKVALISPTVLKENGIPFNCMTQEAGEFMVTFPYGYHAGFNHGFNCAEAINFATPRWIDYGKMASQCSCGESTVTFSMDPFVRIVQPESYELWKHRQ
L3MBTL1 inh: L3MBTL1 (human) inhibition | 0.66% of 230,000 active | AID 485360 | AlphaScreen L3MBTL1–H3K9me1 peptide binding | Potency, µM (top dose mostly 57.1 µM), for the others: at the highest dose activity, negative = inhibition, actives largely listed as inhibitors | Q9Y468; note: nearly all actives have a fitted effect of over 60% in size
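Read-out is AlphaScreen signal from streptavidin donor and nickel chelate acceptor beads (10 ug/mL final each) bridging L3MBTL1 (50 nM) and biotinylated K9-monomethylated H3(1-15) peptide (75 nM), after 30 min compound exposure at room temperature.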
Tau ThT inhib: blocks human tau fibril formation measured by thioflavin T; recombinant tau K18 P301L (four-repeat tau fragment), heparin-induced fibrillization, ThT fluorescence; Potency, µM (top dose mostly 57.4 µM), inactives show at the highest dose activity, negative = inhibition, most hits filed as inhibitors; 2.1% of 270,000 active; P10636; note: nearly all actives have a fitted effect of over 55% in size
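Aggregation was driven by heparin (20 uM final) acting on recombinant tau […] bearing P301L in 100 mM sodium acetate pH 7; fibrils were detected with Thioflavin T.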
TexasRed fluor: alters Texas Red total fluorescence, flagging assay interference; AID 1479; Potency, µM (top dose mostly 106 µM), for the others: at the top dose fluorescence change, negative = quenching; 0.29% of 280,000 active; TRb/SRC2 Texas Red total fluorescence interference; active = well fitted curve in either direction with a large enough effect; inconclusive = small, poorly fitted or top-dose-only effect
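Flags fluorescent or light-absorbing compounds by total fluorescence, S + 2P, at 555 nm excitation and 632 nm emission. Mixture: 20 nM Texas Red SRC2 peptide, 0.6 uM human TRb LBD, 1 uM T3, 5% DMSO; compound exposure 5 h at ambient temperature.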
GoLoco inh red: inhibitors of human Gai1-RGS12 GoLoco interaction (red fluorophore) | AID 880 | Gai1:RGS12 GoLoco peptide FP, rhodamine, 10 min | 0.44% of 230,000 active | P63096 | Potency, µM (titrated, usually from 61.6 µM), for inactives: at the highest dose activity, negative = inhibition, actives largely listed as inhibitors; active = well fitted inhibition curve with a large enough effect, not every such curve was filed as active; inactive = no such curve, though single readings can be large or run the other way; note: nearly all actives have a fitted effect of over 30% in size; many of its hits are not listed in these tables
RECQ1 helicase: inhibitors of human RECQ1 DNA helicase; P46063; RECQ1 DNA unwinding, red fluorescence kinetic read; Potency, µM (top dose mostly 57.3 µM), inactives show at the top dose activity, negative = inhibition, usual class: inhibitors; 0.54% of 240,000 active; AID 2549;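 note: plate controls were vehicle for no effect and no enzyme for full effect; nearly all actives have a fitted effect of over 30% in size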
Target sequence (P46063 whole entry, looked up): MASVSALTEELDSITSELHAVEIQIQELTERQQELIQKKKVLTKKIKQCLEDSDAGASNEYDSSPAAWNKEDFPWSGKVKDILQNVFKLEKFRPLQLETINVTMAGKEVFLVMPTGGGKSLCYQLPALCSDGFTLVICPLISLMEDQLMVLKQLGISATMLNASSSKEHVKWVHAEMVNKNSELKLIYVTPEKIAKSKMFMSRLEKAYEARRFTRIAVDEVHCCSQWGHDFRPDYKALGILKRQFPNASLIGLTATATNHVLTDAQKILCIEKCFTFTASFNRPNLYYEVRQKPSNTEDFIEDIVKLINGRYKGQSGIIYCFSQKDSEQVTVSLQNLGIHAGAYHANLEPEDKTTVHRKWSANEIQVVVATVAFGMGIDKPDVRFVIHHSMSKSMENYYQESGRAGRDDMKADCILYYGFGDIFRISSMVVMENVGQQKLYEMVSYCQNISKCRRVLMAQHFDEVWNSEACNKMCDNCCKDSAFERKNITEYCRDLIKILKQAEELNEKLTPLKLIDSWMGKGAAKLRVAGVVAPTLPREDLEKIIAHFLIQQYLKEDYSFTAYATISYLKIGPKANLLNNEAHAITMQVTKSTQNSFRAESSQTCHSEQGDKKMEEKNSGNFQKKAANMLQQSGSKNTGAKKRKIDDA
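RECQ1T1 50 nM; forked duplex (20 bp + 30-nt ss tails) 200 nM, ATP 2 mM final; pH 8.0, 2 mM MgCl2, 2.5 ug/ml poly(dI-dC); 15 min compound preincubation; discontinuous kinetic read over 2 h at RT.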
Active calls of the source: *; i = inactive; ? = inconclusive; . = no result given; [ ] = dose if it differs, or a comment. Unless noted, calls come from the whole dose curve; as a rule, active = well fitted curve in the direction sought with a large enough effect; inconclusive = small, poorly fitted or top-dose-only effect, or another doubt; inactive = no such curve, though single readings can be large; an effect the other way counts as inactive or inconclusive. Unless noted, % is set by controls: 0 for no effect and ±100 for the full control effect; potency is the fitted concentration of half-maximal effect.

SMILES	TRb SRC2 PPI	Tau fibril FP	KDM4E inh	L3MBTL1 inh	Tau ThT inhib	TexasRed fluor	GoLoco inh red	RECQ1 helicase
CC(=O)NCc1nc2cccnc2n1Cc1ccccc1	0.0%	1.9%	.	.	1.9%	-0.4%	.	.
CC1(C)Cc2c(C#N)c(N3CCN(C(=O)c4ccccc4Cl)CC3)nc(-c3ccco3)c2CS1	0.0%	-11.7%	?	?	?	2.7%	0.8%	-21.2%
C#CCOCCOCCOCCNc1nc(N2CCN(C(=O)[C@H](C)n3cc(CCCN=C(N)N)nn3)CC2)nc(N2CCN(C(=O)[C@H](C)n3cc(CCCN=C(N)N)nn3)CC2)n1	-7.5%	-3.3%	8.9%	8.0%	2.5%	-0.1%	-13.6%	-0.4%
CCc1ccc(NC(=O)CSc2nc(C)c(C(=O)Nc3ccc(Cl)cc3)c(-c3ccc(OC)cc3)c2C#N)cc1	6.0%	?	.	.	13.6%	3.7%	.	.
O=C(c1ccco1)N1CCN(c2cc(=O)n(C3CCCCC3)c(=O)[nH]2)CC1	-6.7%	7.1%	1.8%	7.4%	2.2%	-2.4%	-9.2%	-2.3%
N#Cc1ccccc1CSc1ccc(-c2nc3ccccc3[nH]2)cn1	6.1%	4.9%	-2.2%	15.6%	-1.8%	-4.4%	3.0%	9.0%
CSC(=S)N/N=C/c1c[nH]c2ccccc12	6.7%	?	6.1%	-14.2%	?	-2.1%	4.5%	-5.9%
CCN(CC)c1ccc(/C=N/n2c(-c3ccccc3Br)n[nH]c2=S)cc1	2.3%	-0.1%	?	.	.	-0.4%	3.1%	-9.5%
O=C(c1cccc(S(=O)(=O)N2CCCCC2)c1)N1CCCCC1	-6.8%	4.8%	5.7%	10.8%	2.4%	-3.6%	5.4%	i
O=C1ON=C(c2ccccc2)/C1=C/c1ccc(-c2ccccc2[N+](=O)[O-])o1	-2.0%	6.6%	?	?	?	-5.6%	-5.5%	?
Cc1cccc(N=Nc2c(C)[nH]n(-c3ccccc3)c2=O)c1	0.3%	8.6%	6.9%	-24.1%	?	-5.9%	25.0%	i
COc1ccc(-c2nc(C)c(CCNS(=O)(=O)c3ccc(F)cc3)s2)cc1OC	-3.3%	1.6%	.	.	?	-0.9%	.	.
COc1cccc(NC(=O)C2CC(=O)N(C)C(=Nc3cccc(F)c3)S2)c1 (stereo not given)	0.5%	?	-2.4%	-5.6%	-3.7%	-0.9%	3.0%	-16.5%
CCN(CC)C(=O)c1sc2nc(N3CCOCC3)c3c(c2c1N)CCCC3	-3.9%	-7.7%	?	.	?	-2.7%	-12.6%	-7.8%
COc1ccc(NC(=O)CSc2nc3c([nH]c4ccccc43)c(=O)n2-c2ccccc2)c(OC)c1	-5.9%	-4.6%	.	.	7.8%	-2.6%	.	.
CCOC(=O)c1sc(NN=C(C(=O)OC)C(=O)OC)c(C(=O)OCC)c1C	-0.4%	2.7%	-0.9%	-25.1%	?	-1.9%	113.6%[activator]	-2.4%
CCOC(=O)c1ccc(NCn2c(=O)oc3ccccc32)cc1	4.6%	-3.8%	-0.1%	.	-23.6%	-0.1%	127.9%[activator]	i
O=C(Nc1ccc(Cl)cc1Cl)c1ccc(-c2ccccc2)cc1	-2.0%	-0.3%	?	-5.2%	-11.0%	1.2%	-6.1%	-8.4%
Cc1nn(-c2ccccc2)c(C)c1/C=N/NC(=O)CSc1nc2ccccc2c(=O)n1-c1ccccc1	0.7%	-5.4%	-6.7%	1.7%	-9.6%	-2.0%	5.0%	-1.5%
Cn1c(SCc2ccccc2F)nc2cccnc21	6.8%	-0.3%	3.7%	9.2%	-5.6%	3.9%	3.2%	-5.9%
Cc1ccc(NS(=O)(=O)c2ccc3[nH]c(=O)c(=O)[nH]c3c2)cc1Cl	0.4%	6.9%	-3.8%	0.7%	4.5%	-0.8%	1.2%	1.8%
C=CCn1c(C)cc(C(=O)COc2ccc(S(=O)(=O)N3CCCC3)cc2[N+](=O)[O-])c1C	0.6%	6.2%	-3.0%	-12.5%	-8.9%	0.7%	1.7%	-8.2%
COc1cc(/C=N/Nc2ccc([N+](=O)[O-])cc2S(=O)(=O)N2CCOCC2)cc(OC)c1OC	6.0%	-3.0%	-1.5%	10.8%	?	1.1%	4.7%	-1.4%
Cc1ccc(NC(=O)CSc2ncn[nH]2)cc1S(=O)(=O)N1CCOCC1	5.4%	5.1%	-10.7%	-6.7%	?	0.7%	17.5%	-8.6%

Reformatted with each value named: two of the compounds above.
> Cn1c(SCc2ccccc2F)nc2cccnc21
  TRb SRC2 PPI: 6.8%; Tau fibril FP: -0.3%; KDM4E inh: 3.7%; L3MBTL1 inh: 9.2%; Tau ThT inhib: -5.6%; TexasRed fluor: 3.9%; GoLoco inh red: 3.2%; RECQ1 helicase: -5.9%

> Cc1ccc(NS(=O)(=O)c2ccc3[nH]c(=O)c(=O)[nH]c3c2)cc1Cl
  TRb SRC2 PPI: 0.4%; Tau fibril FP: 6.9%; KDM4E inh: -3.8%; L3MBTL1 inh: 0.7%; Tau ThT inhib: 4.5%; TexasRed fluor: -0.8%; GoLoco inh red: 1.2%; RECQ1 helicase: 1.8%

More entries:
SMILES	TRb SRC2 PPI	Tau fibril FP	KDM4E inh	L3MBTL1 inh	Tau ThT inhib	TexasRed fluor	GoLoco inh red	RECQ1 helicase
O=C(c1cc(-c2ccc(Cl)cc2)n[nH]1)N1CCN(S(=O)(=O)c2ccc(Br)s2)CC1	8.7%	-12.7%	.	.	9.3%	3.2%	.	.
Cc1ccc(-c2nnc(CCC(=O)N(C)Cc3nccs3)o2)s1	-1.1%	3.2%[2.34 µM]	-3.6%	-0.2%	2.4%	-3.0%	17.1%	-14.0%
COc1ccccc1NC(=O)c1cc2c(s1)-c1ccccc1S(=O)(=O)C2	-0.7%	-14.9%	?	.	.	-1.0%	-3.3%	19.4%
Nc1cc(=O)[nH]c(=S)n1-c1cccc(C(F)(F)F)c1	-5.5%	-4.6%	0.6%	.	-9.5%	-1.3%	7.1%	-5.5%
CCOC(=O)C1CCN(C(=O)COc2ccc(N(C)S(=O)(=O)c3ccc(C)cc3)cc2)CC1	-2.6%	5.0%	-11.6%	0.0%	-10.4%	-4.4%	3.5%	-4.1%
COc1ccc(N(C(=O)Cc2cccs2)C(C(=O)NC2CCCCC2)c2cccn2C)cc1 (stereo not given)	-4.0%	-8.3%	-6.4%	.	-12.0%	-1.4%	-0.7%	-7.7%
O=C1c2ccccc2C(=O)N1n1c(=O)[nH]c2ccccc2c1=O	6.3%	-3.8%	3.0%	.	1.7%	-0.5%	-0.4%	7.1%
O=C(CN1CCN(S(=O)(=O)c2ccc(Cl)cc2)CC1)Nc1ccc(F)cc1F	-1.5%	-5.8%	5.0%	-4.1%	-6.5%	-6.5%	9.0%	0.4%
CC(C)c1nc2sc3c(=O)[nH]c(=S)[nH]c3c2c2c1CCC2	5.6%	-0.1%	3.1%	-28.3%	?	-2.5%	8.4%	-6.2%
CCC1=Nc2cc(C(=O)NCCCOC)ccc2Sc2ccccc21	-13.1%	2.1%	-3.0%	.	-13.8%	1.9%	8.0%	i
C=CCn1c(CCNC(=O)c2cccs2)nnc1SCC(=O)c1cccc([N+](=O)[O-])c1	-7.8%	1.8%	5.8%	.	-18.8%	-1.7%	-2.8%	-2.5%
Oc1c(C(c2ccccc2Cl)N2CCC(O)CC2)sc2nc(-c3ccco3)nn12 (stereo not given)	0.6%	-8.8%	.	.	-5.6%	-0.7%	.	.
NC(=O)COC(=O)C12CC3CC(CC(O)(C3)C1)C2	7.6%	4.5%	5.0%	.	4.2%	-1.7%	-1.4%	i
O=C(CCNS(=O)(=O)c1cccc2nsnc12)NCc1ccc(F)cc1	-3.3%	-6.1%	4.5%	.	1.0%	-1.0%	7.5%	-1.1%
COc1cccc(-c2nc(S(=O)(=O)c3ccc(C)cc3)c(N3CCCCC3)o2)c1	8.3%	-2.5%	.	.	-11.9%	-4.6%	.	.
Cc1cc(CN2C(=O)c3ccccc3C2=O)on1	-4.8%	-3.9%	-0.1%	0.1%	3.1%	-4.8%	4.0%	-5.9%
COc1cc(NC(=O)C2CC(=O)NC3=C2C(=O)CCC3)cc(OC)c1 (stereo not given)	-0.2%	3.6%	-1.3%	7.9%	-7.5%	-1.1%	1.3%	i
CCn1nc(C(=O)OCC(=O)N2c3ccccc3CC2C)c2ccccc2c1=O (stereo not given)	-16.1%	3.2%	-21.2%	-7.2%	-10.1%	-2.6%	1.1%	20.0%
Cc1onc(-c2c(F)cccc2Cl)c1C(=O)NCc1ccccn1	7.0%	-2.6%	-1.2%	-4.0%	14.3%	3.0%	-12.1%	-3.9%
CCCCNC(=O)OCC(CC)NC(=O)OCC(C)C (stereo not given)	0.2%	-1.8%	8.0%	-2.4%	-3.6%	-2.4%	2.1%	i
CCC/C(O)=C1\C(=O)CC(C)(C)CC1=Nc1ccc(OC)cc1OC	4.3%	3.0%	0.7%	-1.0%	2.4%	-5.1%	1.5%	-4.2%
Cc1ccc(/C=C2/NC(=O)N(Cc3ccccc3F)C2=O)s1	-2.2%	-0.8%	?	.	-6.6%	-0.5%	128.1%[activator]	-1.0%
CC(=O)Nc1ccc(Cc2nc3ccccc3[nH]2)cc1	-2.5%	0.9%	6.5%	1.1%	-0.5%	0.3%	6.7%	-0.1%
CC1=NN(C(=O)COc2cc(C)ccc2C(C)C)C(O)(c2ccccc2)C1 (stereo not given)	-0.8%	1.9%	-2.7%	-6.8%	?	-2.2%	3.9%	1.8%
Cc1ccc2nc3c(c(Nc4ccc5c(c4)OCCO5)c2c1)CCC3	5.7%[53 µM]	10.7%	-2.7%	-12.2%	-12.7%	1.6%[53 µM]	4.4%	-3.0%
COc1cccc(C2CC(=O)NC3=C2C(=O)CCC3)c1 (stereo not given)	-10.4%	1.0%	-0.9%	2.0%	2.4%	0.2%	4.3%	-1.9%
Cc1c(C)n(Cc2ccccc2)c2ccc(C(=O)N3CCN(c4ccccc4F)CC3)cc12	21.9%	5.3%	.	.	0.0%	17.2%	.	.
COc1ccc(S(=O)(=O)NCC(c2cccnc2)N2CCN(c3ccccc3OC)CC2)cc1C (stereo not given)	-8.5%	13.6%	6.7%	-6.8%	-3.0%	-0.4%	6.3%	2.7%

An excerpt; the hit share may differ from the screen's.
